Screening data (PubChem)
TDP1 cell noCPT: qHTS for Inhibitors of human tyrosyl-DNA phosphodiesterase 1 (TDP1): qHTS in cells in absence of CPT. Potency, µM (top dose mostly 46.2 µM), for inactives: at the highest dose activity change, negative = growth inhibition, hits mostly inhibitors. 420,000 tested, 15% active. DT40 Tdp1-/- hTDP1 cells, no CPT, ATP luminescence, 48 h; note: nearly all actives have a fitted effect of over 55% in size
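No-CPT arm: Tdp1-/-;hTDP1 DT40 cells (400/well) plus compounds, incubated ≥48 hr at 37 °C. Readout CellTiter-Glo luminescence.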
TDP1 cell CPT: qHTS for Inhibitors of human tyrosyl-DNA phosphodiesterase 1 (TDP1): qHTS in cells in presence of CPT. chicken DT40 Tdp1-/-;hTDP1 cells + 20 nM CPT, ATP luminescence, 48 h. Potency, µM (series often up to 46.2 µM), for the others: top-dose activity change, negative = growth inhibition, hits mostly inhibitors. 420,000 tested, 12% active; note: nearly all actives have a fitted effect of over 55% in size
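Cell growth measured by CellTiter-Glo luminescence after a minimum 48 h, 37 C compound exposure with 20 nM CPT in Tdp1-knockout DT40 cells stably expressing hTDP1, seeded 400/well; qHTS titration format.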
GCN5L2 inh: qHTS Assay for Inhibitors of GCN5L2 | Histone acetyltransferase KAT2A (Homo sapiens), Q92830 | GCN5L2 HAT assay, ThioGlo1 CoA-SH fluorescence | Potency, µM (highest dose often 58.9 µM), inactives show at the top dose activity change, negative = inhibition, usual class: inhibitors | 390,000 tested, 0.21% active
Target sequence (Q92830 whole entry, looked up): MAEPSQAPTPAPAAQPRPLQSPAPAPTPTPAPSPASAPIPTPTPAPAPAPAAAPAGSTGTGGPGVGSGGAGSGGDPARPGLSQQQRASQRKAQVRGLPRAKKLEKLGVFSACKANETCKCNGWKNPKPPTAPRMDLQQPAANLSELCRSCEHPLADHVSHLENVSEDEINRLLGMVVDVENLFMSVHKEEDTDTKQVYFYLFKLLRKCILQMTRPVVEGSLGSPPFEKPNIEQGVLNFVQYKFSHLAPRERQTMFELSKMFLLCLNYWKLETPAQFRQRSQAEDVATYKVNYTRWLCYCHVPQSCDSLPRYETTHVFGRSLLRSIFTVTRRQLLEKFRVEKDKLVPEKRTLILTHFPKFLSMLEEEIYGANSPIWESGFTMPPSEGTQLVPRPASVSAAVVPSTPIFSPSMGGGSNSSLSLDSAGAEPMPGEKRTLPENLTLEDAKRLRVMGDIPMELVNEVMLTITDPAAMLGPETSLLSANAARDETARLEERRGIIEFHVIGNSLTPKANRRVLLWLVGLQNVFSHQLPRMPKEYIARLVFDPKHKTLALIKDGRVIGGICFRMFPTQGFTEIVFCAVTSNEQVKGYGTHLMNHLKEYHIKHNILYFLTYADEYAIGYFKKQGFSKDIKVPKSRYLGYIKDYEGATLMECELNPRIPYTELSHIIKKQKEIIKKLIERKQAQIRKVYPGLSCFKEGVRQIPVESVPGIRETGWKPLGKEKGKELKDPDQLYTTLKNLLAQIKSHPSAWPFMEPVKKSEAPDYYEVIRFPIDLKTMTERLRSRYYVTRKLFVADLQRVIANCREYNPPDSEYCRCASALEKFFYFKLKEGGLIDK
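Titration-based screen in which CoA formation is detected via maleimide probe ThioGlo1 (50uM) turning fluorescent on thiol reaction; substrates H3(1-25) 75uM and acetyl-CoA 70uM, GCN5L2 20nM, 20 min incubation at room temperature.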
* = called active by the depositor; ? = inconclusive; . = not tested or not shown; & = joins results of further samples; [ ] = remark or other dose. Calls come from the whole dose curve; as a rule, active = well fitted curve in the direction sought with a large enough effect; inconclusive = small, poorly fitted or top-dose-only effect, or another doubt; inactive = no such curve, though single readings can be large; an effect the other way counts as inactive or inconclusive. % is set by controls: 0 for no effect and ±100 for the full control effect; potency is the fitted concentration of half-maximal effect.

Molecule,TDP1 cell noCPT,TDP1 cell CPT,GCN5L2 inh
Cc1ccccc1N1CCN(C(=O)C2CCC(=O)N(C3CCCC3)C2)CC1 (centres undefined),6%,-10%,-3%
CCOc1ccc(NS(=O)(=O)c2ccc3c(c2)n(C)c(=O)n3C)cc1,?,?,?
O=C(Nc1cccc(NC(=O)c2ccccc2Cl)c1)c1ccc([N+](=O)[O-])o1,5.8µM*,8.2µM*,-12%
Cc1cc(C(=O)CSc2ccc(Cl)cc2)cc(C)c1OC(=S)N(C)C,?,?,-15%
COc1ccc(OCc2nnc(SCC(=O)Nc3nnc(C4CC4)s3)n2C)cc1,-1%,2%,-2%
Cc1cc(C)n2nc(SCn3nnc4ccccc4c3=O)nc2n1,-17%,-28%,-2%
O=[N+]([O-])c1ccccc1CNc1ccc(F)c(Cl)c1,?,-21%,-5%
CS(=O)(=O)N(CC(=O)N1CCCCCC1)c1cccc(F)c1,7%,7%,2%
CN(C)c1ccc(/C=N/NC(=O)CNC(=O)c2ccc3c(c2)OCCO3)cc1,11%,-8%,-20%
COC(=O)C1=C(C)N(C)C(=O)NC1c1ccc([N+](=O)[O-])o1 (centres undefined),?,?,-15%
CCOC(=O)c1ccccc1-c1cn2cc(Cl)ccc2n1,?,-16%,-3%
O=C(CCN1C(=O)COc2ccccc21)NCc1ccco1,-5%,9%,-2%
CCCN1CCC(NC(=O)CC2C(=O)NCCN2Cc2cccc(OC)c2)CC1 (centres undefined),14%,14%,-1%
CC(C)NC(=O)N(C)C[C@@H]1Oc2ccc(NC(=O)Nc3ccc(C(F)(F)F)cc3)cc2CC(=O)N([C@H](C)CO)C[C@@H]1C,?,?,-1%
O=C(CN1CCN(Cc2ccccc2)CC1)N=Nc1c(O)[nH]c2ccccc12,?,-8%,3%
COc1cc(Nc2c3ccccc3nc3ccccc23)cc(OC)c1OC,5.2µM*,7.3µM*,-28%
COc1ccc(C)cc1NC(=O)CSCc1ccccc1C,?,-26%,-11%
Cc1ccc2nc(Cl)c3cc(C(=O)N4CCCC(C)C4)sc3c2c1 (centres undefined),?,?,2%
COC(=O)C1=C(C(=O)OC)[C@@H]2N(C)c3ccc(OC)cc3[C@@]23C[C@@H](C(=O)OC)N(C(=O)c2cccs2)C3=N1,-22%,-1%,4%
CCc1nn(CC(=O)NCc2ccccc2)c(=O)c2cccn12,1%,0%,-3%
CCCCN(C)Cc1cc(=O)oc2cc3c(cc12)CCCC3,?,?,-3%
S=C1NCN(Cc2ccco2)CN1Cc1ccco1,?,?,2%
OCCOc1ccc(CN2CCCC(N3CCN(c4ccc(F)cc4)CC3)C2)cc1 (centres undefined),-4%,-11%,0%
O=C(CN1CCCC1)N/N=C/c1c(O)ccc2ccccc12,?,?,1%
O=C(Nc1ccc2c(c1)OCO2)C1CCCN(c2nc3ccccc3s2)C1 (centres undefined),?,?,-2%
O=C(NCC(=O)N(c1ccc(F)cc1)C(C(=O)NC1CCCCC1)c1ccncc1)c1ccco1 (centres undefined),-14%,-21%,-4%
Cc1cccc(N2CCN(C(=O)/C=C/c3ccco3)CC2)c1C,?,16µM*,-8%
Nc1ccccc1O,16µM*,?,-17%
COc1ccccc1C(=O)N(C)c1nnc(-c2ccccc2)s1,?,?,-9%
COc1ccc(/C=C/C(=O)Nc2ccc3c(c2)OCCO3)cc1OC,?,?,-3%

Fetched one by one from the entries so far:
Molecule,TDP1 cell noCPT,TDP1 cell CPT,GCN5L2 inh
Cc1cccc(N2CCN(C(=O)/C=C/c3ccco3)CC2)c1C,?,16µM*,-8%
CN(C)c1ccc(/C=N/NC(=O)CNC(=O)c2ccc3c(c2)OCCO3)cc1,11%,-8%,-20%
CS(=O)(=O)N(CC(=O)N1CCCCCC1)c1cccc(F)c1,7%,7%,2%
OCCOc1ccc(CN2CCCC(N3CCN(c4ccc(F)cc4)CC3)C2)cc1 (centres undefined),-4%,-11%,0%

Further structures:
Molecule,TDP1 cell noCPT,TDP1 cell CPT,GCN5L2 inh
CCOC(=O)c1sc2nc(C)[nH]c(=O)c2c1C,-15%,0%,4%
COc1ccc(S(=O)(=O)c2ccc(OC)cc2)cc1,-28%,?,1%
CC1CC(NC(=O)CC#N)CC(C)(C)C1 (centres undefined),-19%,8%,3%
O=C(NCc1ccc2[nH]c3c(c2c1)CCCC3)c1ccc(S(=O)(=O)N2CCCC2)cc1,?,?,-8%
O=C(Nc1c(C(=O)Nc2ccccc2)cnn1-c1ccccc1)c1ccco1,-20%,-3%,-4%
CC(NS(=O)(=O)c1ccccc1Cl)C1CC2CCC1C2 (centres undefined),?,-10%,-1%
CCO[C@@H]1OC(C(=O)Nc2ccccc2)=C[C@H](c2csc3ccccc23)[C@H]1CCCO,?,?,-4%
CCCCNc1cc(C)oc(=O)c1C(C)=O,2%,1%,-4%
Cc1ccc(C(=O)Nc2ccc3c(c2)OCCO3)o1,?,?,-1%
Cc1ccc(S(=O)(=O)N(C)CC(=O)Nc2cccc(C)n2)cc1,-3%,0%,-1%
CC(=O)Nc1ccc(NC(=O)C(C)OC(=O)C23CC4CC(CC(Cl)(C4)C2)C3)cc1 (centres undefined),?,3%,-2%
S=c1nc(-c2cc(Cl)ccc2Cl)[nH][nH]1,-30%,-12%,3.5µM*
CC(C)(C)S(=O)(=O)N1C[C@H]2C(=CC[C@@H]3C(=O)N(c4ccccc4)C(=O)[C@@H]32)[C@H]1CCO,?,-27%,.
O=C(Nc1cc(C(F)(F)F)ccc1N1CCOCC1)c1ccc(Br)o1,?,?,.
O=C(O)CCc1ccc(-c2ccccc2)n1CC(=O)O,3%,8%,-9%
Cc1cc(C)n(CCN(C)Cc2nc(Cc3ccccc3F)no2)n1,-2%,3%,-5%
COc1cccc(C2OC(=O)c3ccccc3N2C(C)=O)c1OC(C)=O (centres undefined),2%,-4%,1%
N[C@@H](CCC(=O)N[C@@H](CS)C(=O)NCC(=O)O)C(=O)O,-15%,?,.
O=C(NCC1CCN(S(=O)(=O)c2ccccc2)CC1)Nc1ccc(F)cc1,?,?,-4%
CC1CC(C)CN(S(=O)(=O)N2CCC(C(=O)NCc3ccco3)CC2)C1 (centres undefined),-10%,-18%,-11%
O=C(CSc1nc(=O)n(CCN2CCOCC2)c2c1CCC2)Nc1cccc(Cl)c1,-18%,-10%,-8%
COc1ccccc1-c1cc2nc(NCCc3ccncc3)ccn2n1,?,?,.
CN1C(=S)SC(/[N+]([O-])=C\c2ccccc2F)C1(C)C (centres undefined),-12%,-4%,-11%
COc1ccc(/C(=N\O)c2nccc3cc(OC)c(OC)cc23)cc1OC,?,-18%,-3%
O=S(=O)(NCCOCC(F)(F)C(F)F)c1ccc2oc3ccccc3c2c1,13µM*,26µM*,-5%
Cc1csc(NC(=O)c2ccc(Cn3nc(C)c(Br)c3C)o2)n1,21µM*,?,-4%
COc1ccccc1CNC(=O)C1CCN(C(=O)c2sccc2-n2cccc2)CC1,?,-23%&-6%,-9%&-8%
Cn1c(CN2CCCC2)nc2cc(NC(=O)c3ccco3)ccc21,-4%,-27%,-9%
CCCCNc1c(-c2ccc(-c3cccc(Cl)c3)cc2)nc2ccccn12,?,?,-21%
COc1ccc(C(=O)Oc2ccc(Br)cc2C(=S)N2CCOCC2)cc1,-7%,-6%,-1%

Part of the list above, reduced to TDP1 cell CPT and GCN5L2 inh.
Compound | TDP1 cell CPT | GCN5L2 inh
COc1cccc(C2OC(=O)c3ccccc3N2C(C)=O)c1OC(C)=O (centres undefined) | -4% | 1%
COc1ccccc1-c1cc2nc(NCCc3ccncc3)ccn2n1 | ? | .
COc1ccc(/C(=N\O)c2nccc3cc(OC)c(OC)cc23)cc1OC | -18% | -3%
CC1CC(C)CN(S(=O)(=O)N2CCC(C(=O)NCc3ccco3)CC2)C1 (centres undefined) | -18% | -11%
Cc1csc(NC(=O)c2ccc(Cn3nc(C)c(Br)c3C)o2)n1 | ? | -4%
CN1C(=S)SC(/[N+]([O-])=C\c2ccccc2F)C1(C)C (centres undefined) | -4% | -11%

Following part:
Molecule,TDP1 cell noCPT,TDP1 cell CPT,GCN5L2 inh
COc1cc2[nH]c(=S)n(C3CCN(Cc4ccccc4)CC3)c(=O)c2cc1OC,18µM*,?,0%
CCOc1ccc(OCCC(=O)N(CC)CC(=O)Nc2c(F)cccc2F)cc1,-1%,4%,4%
Cc1ccc(C)c(NC(=O)C(C)N(c2ccccc2)S(C)(=O)=O)c1 (centres undefined),-16%,6%,2%
Cc1ccc(-c2cc3c(n2-c2ccc(F)cc2)CC(C)(C)CC3=O)cc1,18µM*,16µM*,-4%
NS(=O)(=O)c1ccc(NC(=S)NCCc2ccccc2)cc1,?,-30%,-1%
COc1ccc(-n2cc(-c3ccc(C)cc3)[n+]3c2SCC3)cc1,1.3µM*,1.5µM*,29%
Cc1nonc1NC(=O)CSc1nnc(N)s1,-10%,-19%,-8%
O=C(CCCc1ccccc1)Nc1ccc(S(=O)(=O)N2CCOCC2)cc1,?,-23%,-5%
COc1ccc(NC(=O)C2CCCO2)cc1 (centres undefined),18%,2%,-2%
Cc1nc(-c2ccc(Cl)cc2)sc1C(=O)CBr,?,?,1%
CC(=O)c1ccc(S(=O)(=O)N2CCC(c3nc4ccccc4[nH]3)CC2)cc1,?,?,3%
Cc1c(NS(=O)(=O)c2ccc3c(c2)CCN3C(=O)C2CC2)c(=O)n(-c2ccccc2)n1C,-7%,2%,-7%
COc1cc(C(=O)NCc2ccccc2Cl)ccc1OCC(=O)N1CCOCC1,1%,-6%,.
CN(CCOc1ccccc1)C(=O)C1CCC(=O)N(CCCN2CCOCC2)C1 (centres undefined),-1%,6%,-2%
CCc1noc(C)c1C(=O)N(C)CC(=O)Nc1ccc(Cl)c(Cl)c1,?,?,-21%
Cc1ccccc1NS(=O)(=O)c1ccc2[nH]cc(C(=O)NC(C)c3ccccc3)c(=O)c2c1 (centres undefined),?,?,-18%
CC1CCN(CC(O)CN2c3ccccc3Sc3ccccc32)CC1 (centres undefined),18µM*,?,0%
Cc1ccc(-n2nc(C)c3c(C(=O)OCC(=O)N(C)C4CCS(=O)(=O)C4)cc(-c4ccccc4)nc32)cc1 (centres undefined),?,-26%,-9%
O=C(CSc1nnc(-c2ccccc2)c(-c2ccccc2)n1)NCCc1ccccc1,?,?,-6%
Cc1ccc(Sc2ccc(N3CCCC(C(=O)Nc4ccc(F)cc4)C3)nn2)cc1 (centres undefined),?,?,2%
COc1ccc(-c2ccc(S(=O)(=O)n3nc(OC(=O)c4cccs4)cc3N)cc2)cc1,0%,-28%,12%
Cc1ccc(S(=O)(=O)N(C)c2ccc(OC(=O)c3ccc(=O)[nH]c3)cc2)cc1,?,?,0%
CC(=O)Nc1ccc(SCC(=O)NCC2(N3CCCCC3)CCCCC2)cc1,?,-22%,-10%
COc1cccc(-n2cc(C(=O)NCc3ccccc3OC)c3ccccc3c2=O)c1,?,?,-4%
O=C1NC(Cc2c[nH]c3ccccc23)C(=O)N1CCOc1ccccc1 (centres undefined),-10%,-17%,-4%
O=S(=O)(Nc1nc2ccccc2nc1-[n+]1cccc(N=C([O-])c2ccc(Cl)cc2)c1)c1ccccc1,?,?,0%
O=C(O)c1cc([N+](=O)[O-])c(N2CCCC2)c([N+](=O)[O-])c1,12%,2%,36%[activator]
CC1(C)Cc2c(sc(N)c2C#N)C(C)(C)N1,-1%,-10%,22%
Cc1cc(-c2nnc(CCC(=O)N(C)Cc3cccc4ccccc34)o2)no1,-22%,-23%,2%
CCOc1ccc(NC(=O)CSC2=Nc3ccccc3C3=NC(CC(=O)NCc4ccco4)C(=O)N23)cc1 (centres undefined),23µM*,15µM*,-3%
COc1ccc(-c2cc(NC(C)=O)c3ncc(-c4ccccc4)n3c2)cc1OC,?,?,.
Cc1noc(C)c1-c1ccc(C(=O)NCc2ccco2)c2occc12,?,?,.
O=C(CNC(=O)c1ccccc1F)N/N=C/c1cc(Br)ccc1OC(=O)/C=C/c1ccco1,5.2µM*,3.7µM*,-9%
CC(/C=N/NC(=O)c1ccncc1)=C\c1ccccc1,-6%,1%,-6%
CCOc1ccc(Nc2nc(-c3cccc(Cl)c3)c3c(n2)-c2ccccc2OC3)cc1,?,-27%,-6%
CCc1nnc(N/N=C/c2ccccc2Cl)n1N,-12%,-3%,-5%

The order is random. Share with any hit: about 18%.
